Source: PubChem
mcGAS RapidFire: inhibitors of Mus musculus cyclic GMP-AMP synthase, initial high-throughput assay, cell-free, RapidFire MS; Q8C6L5; recombinant mouse cGAS, cGAMP by RapidFire MS; inhibition, % at 12.5 µM; hit rate 0.18% among 130,000;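 active = inhibition of cGAS enzyme activity at or above 60%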;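 note: enzyme stimulated by 45 bp dsDNA with ATP and GTP substrates; cGAMP share of summed cGAMP plus half ATP and half GTP signals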
Target sequence (Q8C6L5 whole entry, looked up): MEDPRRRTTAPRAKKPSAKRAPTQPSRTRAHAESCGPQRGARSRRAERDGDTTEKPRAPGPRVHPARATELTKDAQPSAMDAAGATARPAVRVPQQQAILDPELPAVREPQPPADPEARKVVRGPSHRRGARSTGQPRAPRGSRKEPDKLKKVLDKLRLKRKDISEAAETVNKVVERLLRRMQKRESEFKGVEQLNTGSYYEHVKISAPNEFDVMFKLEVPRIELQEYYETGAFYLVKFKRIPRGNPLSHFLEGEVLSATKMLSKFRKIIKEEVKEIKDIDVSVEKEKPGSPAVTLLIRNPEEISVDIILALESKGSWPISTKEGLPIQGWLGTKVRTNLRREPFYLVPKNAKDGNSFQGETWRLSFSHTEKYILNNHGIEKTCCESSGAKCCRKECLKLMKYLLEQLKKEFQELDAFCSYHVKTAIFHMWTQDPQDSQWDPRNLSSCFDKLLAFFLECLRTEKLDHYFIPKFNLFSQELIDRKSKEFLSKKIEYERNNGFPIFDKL
An asterisk follows results filed as active; & = joins results of further samples. A portion of the library; count on the stated rates, not on these rows.

SMILES	mcGAS RapidFire
CSc1ncc(CN2CCC(CCC(=O)N3CCN(c4ccccc4)CC3)CC2)cn1	-9
NC(=O)c1c(NC(=O)CSc2ncnc3sc4c(c23)CCCC4)sc2c1CCC2	-16
O=[N+]([O-])c1cc2c(c(CSc3nnc4ccccn34)c1)OCOC2	-6
O=S(=O)(Nc1ccccc1Cl)c1cccnc1	-9
CC(=O)c1cc(C(=O)NC(C)c2cnn(-c3ccccn3)c2C)cs1 (centres undefined)	0
CCCS(=O)(=O)C(C)C(=O)OC1CC2CC(C1C)C2(C)C (centres undefined)	-6
CN(Cc1cccc(O)c1)C(=O)C1CC2(CCNCC2)CN1 (centres undefined)	-13
Cc1ccc(CNC(=O)CCC2CCCN(C(=O)c3cc(C4CC4)on3)C2)o1 (centres undefined)	4
CC(C)n1cnnc1CN(C)C(=O)C(=O)c1ccco1	-14
O=C1CCC(C(=O)NCC(CO)Cc2cccs2)=NN1 (centres undefined)	-27
CC1CCc2c(sc(NC(=O)c3ccc(=O)[nH]n3)c2C(N)=O)C1 (centres undefined)	13
CC1CCCCN1C(=O)c1ccc(NC(=O)c2ccn(C(C)C)n2)cc1 (centres undefined)	-9
O=C1NC(c2ccccc2)C(=O)N(CC(=O)N2CCCC(Cc3ccc(F)cc3)C2)c2ccccc21 (centres undefined)	1
O=C(c1ccccc1OCc1ccccc1)N1CCOC2(CNCCOC2)C1 (centres undefined)	-23
CC(C)C(C)NC(=O)Nc1ccc(-n2cncn2)c(F)c1 (centres undefined)	0
CCOC(=O)c1oc2cc(OCC)ccc2c(=O)c1-c1ccc(Br)cc1	3
Cc1c(C)n2c3c(=O)n(CCCO)c(=O)n(C)c3nc2n1-c1ccccc1Cl	-11
CC(C)c1cc(C(C)C)c(S(=O)(=O)n2ccnc2)c(C(C)C)c1	-7
N#CC(=C1CCCCC1)c1nc(-c2c[nH]c(C(=O)N3CCCC3)c2)cs1	-28
Cc1cccc2c(=O)n(CC(=O)NCCc3cccc(F)c3)cnc12	-1
N#Cc1ccccc1NC(=O)C1=COCCO1	-8
CCOc1ncccc1CN1CCC(C(=O)NCc2ccccn2)CC1	-1
CCC1CN(C(=O)C(C)C)CCC1NCc1cscn1 (centres undefined)	-13
NC(=O)c1c(NC(=O)CSc2nnc3n2CCCCC3)sc2c1CCCC2	-6
N#CC(c1ccc(F)cc1)N1CCN(C(=O)C=Cc2ccc3c(c2)OCO3)CC1 (centres undefined)	-7
New compounds follow.
SMILES	mcGAS RapidFire
COc1ccc(-c2[nH]ncc2CN2CC[C@H]3CC[C@@H](C2)N3)cc1	2
Cc1c(COc2ccc3ccccc3c2)nnn1CC(=O)NS(=O)(=O)c1ccccc1C(F)(F)F	10
c1ccc2nc(N3CCC4(CCCO4)CC3)cnc2c1	-4
Cc1sc2ncnc(SC(C)C(N)=O)c2c1C (centres undefined)	10
CCC(C)c1ccc(S(=O)(=O)N(C2CCCCC2)C2CCS(=O)(=O)C2)cc1 (centres undefined)	-18
Cc1nc2nc(N)nn2c(C)c1CC(=O)O	-7
Cc1cccn2c(CNC(=O)c3ccc(-c4ncn[nH]4)cc3)cnc12	-8
O=C(NCc1ccc(F)cc1)N1CCCCC1CCn1cccn1 (centres undefined)	3
Cc1ccc(C(O)CNC(=O)c2cccc(C)c2C)cc1 (centres undefined)	-20
O=C(Nn1c(Cc2ccc(F)cc2)n[nH]c1=S)c1ccccn1	8
COc1cccc(CN2CCCC3(CCN(C(=O)c4ccco4)C3)C2=O)c1 (centres undefined)	-8
Cc1cccc(Nc2c(C(=O)O)cccc2[N+](=O)[O-])c1	-2
CCC(c1ccccc1)N1CCSC(C)(C)C1 (centres undefined)	-4
OCCNc1nnnc2c1sc1nc(N3CCOCC3)c3c(c12)CCCC3	-13
CC(C)CCNS(=O)(=O)Cc1ccc(N)cc1	2
COc1cccc2c(N)ccnc12	-2
Cc1cc(Nc2ccccc2)n(C(=O)c2ccccc2)n1	-11
CCC1c2ccsc2CCN1C(=O)/C=C/c1cc(C)ccc1OC (centres undefined)	-5
CCn1cc(NC(=O)N2CCc3ccccc32)c2ccccc21	-2
COCCn1cncc1-c1nc2c([nH]1)CC(C)(C)CNC2=O	-8
O=C(Nc1ccc(N2CCCC2)nc1)C1CCCN1C(=O)c1ccccc1 (centres undefined)	-5
Cc1ccccc1-n1ncc(C(C)NC(=O)c2ccsc2)c1C (centres undefined)	-8
CC(=O)Nc1ccc(C(=O)Nc2ccc(N(C)C)c(Cl)c2)cc1	-20
Nc1nc2nc(-c3cccs3)cc(C(F)(F)F)n2n1	3
CNC(=O)CNC(=O)c1ccc2cc(OC)ccc2c1	-26
Following part.
SMILES	mcGAS RapidFire
COc1ccc(N2CCN(C(=O)C3CC=CCC3C(=O)Nc3cccc(OC)c3)CC2)cc1 (centres undefined)	0
CC1CCC(N(C)C(=O)CCNC(=O)c2ccccc2)CC1 (centres undefined)	-10
OCCNc1nc(Cl)nc(Nc2ccc(I)cc2)n1	-8
CCCNC(=O)C(C)NC(=O)c1[nH]c2ccccc2c1Br (centres undefined)	1
CCc1nc(CC(=O)Nc2c(F)cccc2N2CCCC2)cs1	-6
Cc1cc(C2=NNC(=NCc3ccco3)SC2)c(C)n1Cc1cccs1	-4
Cc1nc(-c2ccc(Cl)cc2)nc(N2CCNCC2)c1Cc1ccccc1	-3
OC(c1ccccc1)c1nc(/C=C/c2ccccc2)cs1 (centres undefined)	6
CC(C)(C)c1ccc(/C=N\Nc2nncn2N)cc1	-2
Cc1ccc(C2CCCN2C(=S)NC2CCN(C)CC2)cc1C (centres undefined)	-34
CN(C)C(C(=O)N1CCc2c(nc[nH]c2=O)C1)c1ccc2c(c1)OCO2 (centres undefined)	-7
Cc1ccc(NC2(C(=O)NCCSc3ncn[nH]3)CCCC2)cc1	-10
CCNC(=O)C1(C)CCCN(CC(=O)c2ccccc2OC)C1 (centres undefined)	-1
CC(C)CNC(=O)Cn1nnc(-c2ccc(F)cc2)n1	0
Cc1cccc(NS(=O)(=O)c2ccc(C)c(C(=O)OCC3CCCO3)c2)c1 (centres undefined)	-17
CCOc1ccc(C(c2c(O)cc(C)n(Cc3ccco3)c2=O)N2CCCCC2)cc1 (centres undefined)	-6
CC(C)(C)C1CCC(C(=O)OCC(=O)N2CCNC2=O)CC1 (centres undefined)	-2
NC(=O)NN=C1CCCC1c1ccccn1 (centres undefined)	-7
N#Cc1c(N)nc2c(c1N)C(Sc1ccccc1)c1ccc(O)cc1O2 (centres undefined)	87*
Cc1cc(=O)n2c(c1C#N)SCC2	-40
CCOc1ccc(Oc2c(C(F)(F)F)oc3cc(O)ccc3c2=O)cc1	-40
OCC(NC1CCC2(CCNCC2)CC1)c1ccccc1 (centres undefined)	-4
CCOC(=O)c1cc(CC)sc1NC(=O)Cn1c(C)nc2ccccc2c1=O	-1
CN1CCN(CC(O)CN(C)C(=O)CCCc2ccc(Cl)c(Cl)c2)CC1 (centres undefined)	-5
O=C(Cn1cc(S(=O)(=O)N2CCCC2)ccc1=O)c1cc(F)ccc1F	-17

Sorted by molar mass (descending): part of the list above.
SMILES	mcGAS RapidFire
CCOc1ccc(C(c2c(O)cc(C)n(Cc3ccco3)c2=O)N2CCCCC2)cc1 (centres undefined)	-6
CCOC(=O)c1cc(CC)sc1NC(=O)Cn1c(C)nc2ccccc2c1=O	-1
CCOc1ccc(Oc2c(C(F)(F)F)oc3cc(O)ccc3c2=O)cc1	-40
CN(C)C(C(=O)N1CCc2c(nc[nH]c2=O)C1)c1ccc2c(c1)OCO2 (centres undefined)	-7
CCOc1ncccc1CN1CCC(C(=O)NCc2ccccn2)CC1	-1
Cc1ccc(NC2(C(=O)NCCSc3ncn[nH]3)CCCC2)cc1	-10
CC(C)c1cc(C(C)C)c(S(=O)(=O)n2ccnc2)c(C(C)C)c1	-7
CCc1nc(CC(=O)Nc2c(F)cccc2N2CCCC2)cs1	-6
CC(=O)Nc1ccc(C(=O)Nc2ccc(N(C)C)c(Cl)c2)cc1	-20
CC(C)(C)C1CCC(C(=O)OCC(=O)N2CCNC2=O)CC1 (centres undefined)	-2
COCCn1cncc1-c1nc2c([nH]1)CC(C)(C)CNC2=O	-8
CC1CCC(N(C)C(=O)CCNC(=O)c2ccccc2)CC1 (centres undefined)	-10
OC(c1ccccc1)c1nc(/C=C/c2ccccc2)cs1 (centres undefined)	6
CC(C)C(C)NC(=O)Nc1ccc(-n2cncn2)c(F)c1 (centres undefined)	0
OCC(NC1CCC2(CCNCC2)CC1)c1ccccc1 (centres undefined)	-4
c1ccc2nc(N3CCC4(CCCO4)CC3)cnc2c1	-4
CC(C)(C)c1ccc(/C=N\Nc2nncn2N)cc1	-2
NC(=O)NN=C1CCCC1c1ccccn1 (centres undefined)	-7
Cc1cc(=O)n2c(c1C#N)SCC2	-40
COc1cccc2c(N)ccnc12	-2

The list continues.
SMILES	mcGAS RapidFire
O=S(=O)(c1cccc2ccccc12)N1CCC2(CCCNC2)C1 (centres undefined)	2
CC1CCN(C(=O)c2cc3c(=O)n4ccccc4nc3n2C)CC1	-14
Cc1ccc(Oc2ncccc2CNC(=O)[C@@H](N)Cc2cnc[nH]2)c(F)c1F	4
Cc1cc(C)n(-c2n[nH]c(=S)n2N=Cc2ccc(Br)cc2)n1	-3
CCCCCCNS(=O)(=O)c1ccc(Br)s1	9
COc1ccc(NC(=O)C2(S(=O)(=O)c3cc(C)ccc3C)CCCC2)c(OC)c1	-6
O=c1[nH]c2ccccc2c(=O)n1CCCN1CCN(c2ccccc2)CC1	2
CCOC(=O)c1sc2cccc(F)c2c1CSc1nncn1C	-5
CC1CN(S(=O)(=O)N2CCN(Cc3ccc(C(F)(F)F)cc3)CC2)CC(C)O1 (centres undefined)	-1
Cc1ccc(OCCN2CCC2(C)C(=O)NCCc2c[nH]c3ccccc23)cc1 (centres undefined)	-9
CCCCN(c1ccc(C)c(C)c1)c1nc2ccccc2[nH]c1=O	0
O=C1Nc2ccccc2C1=NN=Cc1ccc(OC(F)F)cc1	-5
CCOc1ccc(-c2n[nH]c(=S)n2CC(=O)NC(C)(C)C)cc1	-15
CC(C)(C)OC(=O)Nc1ccc(C(=O)N2CC[C@@H](O)C2)c(O)c1	-6
C=Cc1ccc(Cn2c(C)c(C(=O)NCc3ccc4c(c3)OCCO4)sc2=O)cc1	-3
CN(C)S(=O)(=O)c1ccc(C(=O)OCc2ccc(Cl)cc2Cl)cc1	2
COc1ccc2c([N+](=O)[O-])c(Nc3ccc(F)cc3)[nH]c2c1	0
Cc1ccccc1CNC(=O)Cc1csc(N2CCCC2=O)n1	-2
CN(Cc1ccccc1)C(=O)NCc1ccc(-c2nc3ccccc3s2)o1	1
N#CCCN(CCC#N)Cn1nc(-c2ccccc2F)oc1=S	5
CCCOc1ccc(NCC(=O)Nc2ccc(C)cc2C)cc1	-5
CN(C)S(=O)(=O)NC1CC(=O)N(Cc2ccccc2C(F)(F)F)C1 (centres undefined)	-5
CN(Cc1ccccn1)C(=O)c1ccsc1NC(=O)c1ccco1	0
O=C(CC1C=CS(=O)(=O)C1)NC(c1ccccc1)c1ccccc1 (centres undefined)	2
O=S(=O)(N1CCOCC1)N(CCc1ccccc1)C1CCCC1	-9

A few values from the list.
Entry for `COc1ccc2c([N+](=O)[O-])c(Nc3ccc(F)cc3)[nH]c2c1` under mcGAS RapidFire: 0
Entry for `Cc1cc(C)n(-c2n[nH]c(=S)n2N=Cc2ccc(Br)cc2)n1` under mcGAS RapidFire: -3

Continuation.
SMILES	mcGAS RapidFire
CCCNC(=O)C(C)Nc1cc(Cl)c(OC)cc1OC (centres undefined)	1
OC1COC2C[C@@H](Nc3ccccn3)O[C@H]12 (some centres undefined)	-17
CCOc1ccccc1N1CCN(S(=O)(=O)c2cc(OC)c(Br)cc2OC)CC1	12
NS(=O)(=O)c1ccc(NS(=O)(=O)c2ccc(OC(F)(F)F)cc2)cc1	0
COc1ccc(S(=O)(=O)N2CCC(CO)(Cc3ccccc3C(F)(F)F)CC2)cc1	-1
CCCN1CCCN(c2nc(OC)nc(N3CCCCCC3)n2)CC1	-8
CCC(=O)C1CCCN(C(=O)c2cccc(OC3CCN(S(C)(=O)=O)CC3)c2)C1 (centres undefined)	-1
COc1cc(C2NC(=O)N(C)C(C)=C2C(=O)OCc2ccccc2)cc(Cl)c1O (centres undefined)	-1
O=C1C(=Cc2c(F)cccc2Cl)SC(=S)N1C1CCS(=O)(=O)C1 (centres undefined)	-3
Cc1ccc(-c2cncnc2)c(-n2nc(C)cc2C)c1	-37
Cc1ccc(CN(C)Cc2c(C(=O)N3CCN(C4CCCCC4)CC3)nc3ccccn23)o1	-12
CSCC[C@H](N)C(=O)Nc1cccc(C(=O)Nc2c(C)cccc2C)c1	-16
Cc1ccc(-n2ncc3c(=O)n(NC(=O)c4cccs4)cnc32)cc1C	-8
CCCCCNc1nc(CC)c2c(c1C#N)CC(C)(C)OC2	-25
CC(C)C(NC(=O)Cn1nnc(-c2ccc(F)cc2)n1)c1cccs1 (centres undefined)	-7
O=C(c1ccccn1)N1CCC(NS(=O)(=O)c2ccc(Br)cc2)C1 (centres undefined)	5
O=C(CCC1CCN(C(=O)c2sccc2Cl)CC1)NCC1CCCO1 (centres undefined)	-2
CCC(C)NC(=O)CCOc1ccc(F)cc1 (centres undefined)	3
COC(=O)c1cc(Br)ccc1S(=O)(=O)Nc1ccc(OC)c(S(N)(=O)=O)c1	-1
CCC(=O)Nc1cc(Cl)ccc1C(=O)N(C)Cc1nccn1CC	-3
O=C(Nn1cnc2c(cnn2-c2ccccc2)c1=O)c1cc(=O)c2ccccc2o1	0
CN1CCN(c2nc3ccccc3nc2NS(=O)(=O)c2ccc3c(c2)OCCO3)CC1	-6
Cc1cccc(C2=NOC(C)C(=O)N2)c1 (centres undefined)	3
O=C(Nc1cccc(-n2cccn2)c1)C1CCCN(Cc2cccc3c2OCO3)C1 (centres undefined)	-4&3
CCCOC1CCCN(C(=O)c2cccc(Cl)c2)C1 (centres undefined)	-5
Cn1ncc(SCc2ccccc2)c(Br)c1=O	-24
COc1ccc(OC)c(-n2c(Cc3ccc(O)cc3)n[nH]c2=O)c1	-4
